MPTP block: mitochondrial permeability transition pore inhibitors, primary screen, biochemical, isolated mouse mitochondria, absorbance; Ca2+ swelling absorbance, 30 min; inhibition, % at 10 µM; 360,000 tested, 1.4% active; AID 602449, 2012;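 active means inhibition of 50% or more, scaled per plate between neutral and stimulator controls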;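 further: 0% = DMSO wells given calcium and 100% = 1 mM EGTA wells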
ATG4B inhibitor: ATG4B protease inhibitors, primary screen, biochemical, fluorescence, uHTS. ATG4B cleavage of LC3-PLA2, NBD-HPC fluorescence, 1 h. inhibition, % at 8.33 µM. 340,000 tested, 0.51% active; in the data active means inhibition above about 40%
Target sequence (Q9Y4P1 whole entry, looked up): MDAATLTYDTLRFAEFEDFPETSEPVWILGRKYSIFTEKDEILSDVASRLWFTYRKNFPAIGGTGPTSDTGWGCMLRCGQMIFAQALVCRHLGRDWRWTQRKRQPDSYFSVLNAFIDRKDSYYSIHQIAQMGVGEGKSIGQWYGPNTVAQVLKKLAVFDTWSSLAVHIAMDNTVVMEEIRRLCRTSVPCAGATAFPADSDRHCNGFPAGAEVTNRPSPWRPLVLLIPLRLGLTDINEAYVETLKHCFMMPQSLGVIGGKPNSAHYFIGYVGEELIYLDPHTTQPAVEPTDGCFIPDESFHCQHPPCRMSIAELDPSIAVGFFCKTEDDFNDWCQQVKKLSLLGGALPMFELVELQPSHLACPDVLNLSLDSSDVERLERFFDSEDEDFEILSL
SENP1 inh: human SENP1 catalytic domain inhibitors, primary screen, biochemical, FRET, uHTS. Sentrin-specific protease 1 (Homo sapiens), Q9P0U3. recombinant SENP1 catalytic domain, CyPet-SUMO1-YPet FRET cleavage. inhibition, % at 10 µM. 360,000 tested, 0.21% active;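 active means inhibition at least 30% at 10 µM, raw YFP signal under a set limit, fluorescence ratio 0.5 to 1.5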;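 further: 0% = enzyme with DMSO and 100% = no enzyme wells; some results filed as inactive read as strong as hits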
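Compound: 10 µM single point, 0.5% DMSO; Test system: hSENP1 catalytic domain, recombinant; Timing: 50 min reaction at room temperature; Technique: FRET, CFP and YFP emission; Control set: no-enzyme wells low, DMSO-plus-enzyme wells high control.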
PfGluPho inh: PfG6PD enzyme inhibitors, primary screen, biochemical, fluorescence intensity, uHTS; glucose-6-phosphate dehydrogenase-6-phosphogluconolactonase (Plasmodium falciparum 3D7); PfGluPho enzyme, NADPH resazurin-diaphorase fluorescence; inhibition, % at 20 µM; 350,000 tested, 0.78% active; AID 504690, 2011;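 active means inhibition reaching at least a set limit at 20 µM in the primary screen, cut at about 59% in these data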;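 further: 0% = DMSO wells with substrate and 100% = DMSO wells lacking glucose-6-phosphate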
SENP6 block: SENP6 protease inhibitors, primary screen, biochemical, luminescence, uHTS; Recombinant SENP6 catalytic domain, aminoluciferin luminescence; 330,000 tested, 1.8% active; inhibition, % at 10 µM; Sentrin-specific protease 6 (Homo sapiens), Q9GZR1;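 active means inhibition above about 50% at the single tested dose, limit read from the data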;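 further: plate controls were DMSO wells with enzyme for no effect and DMSO wells lacking enzyme for full effect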
Target sequence (Q9GZR1 628-1112 limits assumed): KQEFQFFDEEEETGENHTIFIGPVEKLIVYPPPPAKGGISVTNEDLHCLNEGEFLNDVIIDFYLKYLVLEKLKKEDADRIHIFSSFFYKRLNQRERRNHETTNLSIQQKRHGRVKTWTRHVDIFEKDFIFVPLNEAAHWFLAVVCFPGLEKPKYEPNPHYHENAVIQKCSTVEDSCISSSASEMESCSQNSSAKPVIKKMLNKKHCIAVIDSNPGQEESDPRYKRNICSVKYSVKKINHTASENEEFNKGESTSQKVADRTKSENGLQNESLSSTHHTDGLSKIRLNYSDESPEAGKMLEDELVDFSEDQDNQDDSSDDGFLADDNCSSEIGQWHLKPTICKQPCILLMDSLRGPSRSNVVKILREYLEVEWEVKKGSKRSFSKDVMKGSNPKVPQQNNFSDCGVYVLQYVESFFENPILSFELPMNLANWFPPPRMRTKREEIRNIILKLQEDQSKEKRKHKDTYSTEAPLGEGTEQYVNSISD
hIAP act: human IAP activators, primary screen, biochemical, luminescence, uHTS | activation factor at 10 µM | purified human IAP, CDP-Star luminescence, 30 min; stronger effect = higher value; 1 = vehicle-only enzyme, 0 = enzyme-free background | 330,000 tested, 0.16% active | Intestinal-type alkaline phosphatase (Homo sapiens), P09923;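 active means activation factor of the enzyme at least 2-fold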; further: the source names both 10 and 20 µM as test concentration; values of inactives mirror those of a sister screen read the other way
NR3A LBD binder: binders of NR3A ligand-binding domain, primary screen, biophysical, differential scanning fluorimetry, uHTS; NR3A LBD differential scanning fluorimetry, Tm shift; 0% = protein alone, 100% = glycine-bound protein; Tm shift relative to glycine control, % at 25 µM; 340,000 tested, 2.5% active; AID 1259313, 2017;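 active means melting temperature shift of at least 10% of the positive control shift, at one fixed dose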
SENP8 block: human SENP8 protease inhibitors, primary screen, biochemical, fluorescence, Nedd8 protein substrate, uHTS | Sentrin-specific protease 8 (Homo sapiens), Q96LD8 | recombinant SENP8 | AID 602440, 2012 | inhibition, % at 20 µM | 360,000 tested, 0.64% active; in the data active means inhibition mostly above about 40%, no sharp cut-off; inactive means mostly below about 27%
Target sequence (Q96LD8 whole entry, looked up): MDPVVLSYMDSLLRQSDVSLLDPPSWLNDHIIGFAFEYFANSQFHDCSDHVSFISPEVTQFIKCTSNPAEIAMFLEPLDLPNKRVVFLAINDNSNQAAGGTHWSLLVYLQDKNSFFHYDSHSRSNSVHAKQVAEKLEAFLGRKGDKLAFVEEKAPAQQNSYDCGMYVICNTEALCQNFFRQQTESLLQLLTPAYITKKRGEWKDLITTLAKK
Starred values were filed as active, the others as inactive; nt = no result given.

SMILES	MPTP block	ATG4B inhibitor	SENP1 inh	PfGluPho inh	SENP6 block	hIAP act	NR3A LBD binder	SENP8 block
COc1ccc(CN2CCn3ncc(C(=O)Nc4cccc(C)c4)c3C2=O)cc1	2.3	-5	4	-6	-7	0.9	-11	10
COc1cccc2c(=O)cc(C)n(CC(=O)Nc3ccc(Br)cc3)c12	70*	-9	2	13	-46	0.93	-16	-80
COc1cccc(NC(=O)CCC2CCN(C(=O)c3ccc(C(C)=O)s3)CC2)c1	-0.7	-3	-1	-18	9	1	1	21
O=C1Cc2ccccc2N1c1c(Cl)cccc1Cl	-0.4	-1	3	5	3	0.98	-4	7
CCOC(=O)c1c(C)[nH]c(C(=O)COC(=O)c2cnccn2)c1C	0.4	2	1	-4	-8	1.1	0	2
COc1ccc(NC(=O)c2ccco2)c(NC(=O)Cc2cccs2)c1	-2.3	-16	-4	-26	-6	1	3	14
Cn1c(=O)c(=O)n(C)c2cc(S(=O)(=O)N3CCCC3C(=O)Nc3ccccc3F)ccc21 (stereo not given)	-1.6	-6	3	8	8	0.84	-1	-23
CNCCCOc1ccc(C)cc1Br	1.1	-8	3	0	3	0.94	0	15
Cc1cc(C)c(NC(=O)/C=C\C(=O)O)c(Cl)c1	-0.3	-5	-1	-4	-41	0.92	-2	8
CCN(C(=O)COC(=O)/C=C/c1cccc([N+](=O)[O-])c1)c1ccccc1	0.2	-9	0	10	7	0.89	0	8
Cc1cc(C)cc(N(C(=O)c2sc(C)nc2C)C(C(=O)NC(C)(C)C)c2ccncc2)c1 (stereo not given)	0.3	2	2	14	4	1.1	0	17
Cc1ccccc1C(O)c1ccncc1 (stereo not given)	-2.1	1	0	4	-4	1	-1	8
CCSc1ccc2nnc(-c3cccs3)n2n1	-4.9	-6	0	-3	-6	0.94	-2	-33
Cc1ccc(S(=O)(=O)N2CCN(S(=O)(=O)N3CCCCCC3)CC2)cc1	-1.4	-1	0	-9	-15	0.98	-2	8
Cn1c(N2CCOCC2)nc(-c2ccccc2)c1-c1ccccc1	-0.2	-12	3	-2	-40	1.4	-2	-276
CC(=O)Nc1ccc(SCCCC(=O)c2ccccc2)cc1	3.9	10	-1	2	11	0.93	1	14
Cc1ccc(CNC(=O)COC(=O)CCCOc2ccc(Cl)cc2Cl)cc1	2.2	-13	-1	6	-6	0.87	-7	12
Cc1ccccc1-n1c(=O)cc(N2CCC3(CC2)OCCO3)[nH]c1=O	-1.8	0	-2	1	-7	1	2	2
COc1cccc(N2CCN(CC(=O)NCc3ccccc3)CC2)c1	1.0	-8	1	2	-8	1.1	0	4
C[C@H](NC(=O)[C@H]1N2C(=O)c3ccccc3C2SC1(C)C)C(=O)N1CCN(C)CC1 (stereo not given in full)	0.7	-5	0	-10	-6	1	-1	2
O=C(Nc1cccc(S(=O)(=O)C(F)F)c1)c1ccc(Cl)c(S(=O)(=O)N2CCOCC2)c1	2.9	-3	-1	-2	-1	1.2	-9	24
COc1ccc(/C=N/OCC(=O)Nc2ccc3c(c2)OCO3)c(OC)c1	1.5	-3	-2	-6	8	1.1	1	8
COc1ccc(N(CCC#N)C(=O)/C(C#N)=C/c2cccs2)cc1	-0.8	-1	0	6	-16	0.86	-2	10
COc1cc(NC(=O)c2cccs2)cc(OC)c1	2.4	2	1	-5	19	0.97	6	18
O=C(c1cccc(S(=O)(=O)N2CCOCC2)c1)N1CCN(c2ncccn2)CC1	0.2	nt	1	0	nt	nt	nt	-6
Nc1nc(N)nc(-c2cccc(Br)c2)n1	0.1	5	-1	-10	nt	nt	0	21
Cc1cccc(-c2cc(C(=O)NCc3ccccn3)c3ccccc3n2)c1	-2.4	8	-1	10	2	0.98	16*	-30
O=C(OCC(=O)N1CCN(c2ccccc2)CC1)c1ccc(Cl)cc1[N+](=O)[O-]	0.7	5	1	-4	-24	1.1	2	7
Cc1ccc(S(=O)(=O)N(C)C)cc1NC(=O)C1Cc2ccccc2CN1C(=O)c1ccco1 (stereo not given)	0.1	4	-10	7	-30	0.9	2	2
CCCCN(C)C(=S)Nc1ccc2nc3n(c(=O)c2c1)CCCCC3	-0.9	-25	4	3	-17	0.94	-6	-78

A draw from above in order of formula weight, ascending:
SMILES	MPTP block	ATG4B inhibitor	SENP1 inh	PfGluPho inh	SENP6 block	hIAP act	NR3A LBD binder	SENP8 block
COc1ccc(N(CCC#N)C(=O)/C(C#N)=C/c2cccs2)cc1	-0.8	-1	0	6	-16	0.86	-2	10
Cc1cccc(-c2cc(C(=O)NCc3ccccn3)c3ccccc3n2)c1	-2.4	8	-1	10	2	0.98	16*	-30
CCCCN(C)C(=S)Nc1ccc2nc3n(c(=O)c2c1)CCCCC3	-0.9	-25	4	3	-17	0.94	-6	-78

6 of the entries above in order of their number in NR3A LBD binder, high to low.
Structure	NR3A LBD binder
COc1cc(NC(=O)c2cccs2)cc(OC)c1	6
Cc1ccc(S(=O)(=O)N(C)C)cc1NC(=O)C1Cc2ccccc2CN1C(=O)c1ccco1 (stereo not given)	2
COc1ccc(/C=N/OCC(=O)Nc2ccc3c(c2)OCO3)c(OC)c1	1
COc1ccc(N(CCC#N)C(=O)/C(C#N)=C/c2cccs2)cc1	-2
CCCCN(C)C(=S)Nc1ccc2nc3n(c(=O)c2c1)CCCCC3	-6
O=C(Nc1cccc(S(=O)(=O)C(F)F)c1)c1ccc(Cl)c(S(=O)(=O)N2CCOCC2)c1	-9

More compounds follow:
SMILES	MPTP block	ATG4B inhibitor	SENP1 inh	PfGluPho inh	SENP6 block	hIAP act	NR3A LBD binder	SENP8 block
N#CCCn1c(SCC(=O)c2c[nH]c3ccccc23)nc2ccccc21	-0.6	-5	-20	41	-8	1.2	-6	-3
CC(=O)Nc1c2c(nn1-c1cccc(Cl)c1)CS(=O)(=O)C2	-0.9	-2	2	4	5	1.2	3	11
O=C(NNC(=S)Nc1ccccc1)c1ccccc1[N+](=O)[O-]	-0.5	0	3	-23	14	1.5	0	8
NC1(C#Cc2ccc3c(=O)c4ccccc4sc3c2)CCCCC1	12	5	-60	-3	44	0.83	-3	-231
CNC(=O)[C@H]1O[C@@H](n2cnc3c(NCc4cccc(I)c4)nc(Cl)nc32)[C@H](O)[C@@H]1O	3.0	-9	2	38	13	1	-9	0
S=c1nc2ccccc2c2nc(-c3ccccc3)[nH]n12	2.1	2	0	40	10	0.99	-10	23
CC(/C=C\C=C\c1ccccc1)=N\NC(=O)c1cncc(Br)c1	1.0	-4	3	-14	3	0.91	-6	4
O=C(NNc1ccccc1)Nc1cc(Cl)ccc1Cl	1.0	-11	4	17	nt	nt	-3	48*
Cc1cc(C(=O)NCc2cccs2)nn1C	1.0	0	0	-34	-21	0.83	1	9
Cn1ncc(Cl)c1C(=O)NCc1ccco1	0.2	-2	0	-2	3	1.1	1	15
CCOc1cc(/C=C2\C(=N)N3N=C(C)SC3=NC2=O)ccc1OCCOc1cccc(OC)c1	3.1	2	-18	7	-2	1.4	-1	-67
CCOC(=O)c1ccc(NC(=S)Nc2ccc(Cl)cn2)cc1	-1.1	2	2	-17	-6	1.1	3	6
CCOc1ccc(/C=N/N2C(C)CCCC2C)cc1 (stereo not given)	-1.5	-1	-3	3	-26	0.94	-7	21
CCC(C)(C(=O)NC1CCCC1)N(C(=O)Cc1cccs1)c1c(C)n(C)n(-c2ccccc2)c1=O (stereo not given)	1.0	-7	2	-22	-8	1	-2	16
Cc1cc(NC(=O)CSCC(=O)Nc2ccccc2Oc2ccccc2)no1	0.2	-4	1	-1	-6	0.96	0	-7
COc1cc(C(=S)N2CCOCC2)cc(OC)c1OC(=O)c1ccccc1[N+](=O)[O-]	0.1	2	1	-3	-13	0.98	0	6
COCCCn1c(=O)c2ccccc2n(CC(=O)NC2CCCC2)c1=O	0.2	-9	0	2	-22	0.86	-1	-1
CS(=O)(=O)N(CC(=O)NCc1ccccn1)c1ccc2c(c1)OCCO2	-0.4	5	1	-8	-55	0.92	3	15
CNC(=S)N1C2CCCC1CC(NC(=O)c1ccc(C)cc1)C2 (stereo not given)	0.8	-1	0	-7	nt	nt	1	16
Cc1nnc(SCc2ccc(CSc3nnc(C)c(=O)[nH]3)cc2)[nH]c1=O	-1.4	11	3	-40	3	0.94	-2	11
CN(C)CCNC(=O)Nc1ccc(Cl)c(Cl)c1	71*	-3	2	-5	9	0.94	-2	14
CN(C)S(=O)(=O)c1cccc(-c2nnc(SCc3ccc4c(c3)OCCO4)o2)c1	6.4	-8	0	-8	-1	0.92	1	24
O=C(CCN1CCc2ccccc2C1)Nc1ccccc1F	3.7	-1	-2	8	-8	0.95	0	14
COC(=O)c1cccc(NC(=O)Cc2coc3cc(OC)ccc23)c1	2.1	-22	-2	4	-22	1.3	-25	-13
C/C(=N\NC(=O)CSc1nc(C)[nH]c1[N+](=O)[O-])c1ccc(F)cc1	2.1	-8	0	-4	-5	0.94	6	21
COc1ccc(C(O)(CCN2CCOCC2)c2ccccc2)cc1 (stereo not given)	1.2	-8	1	7	13	1	-6	7
COc1ccc(-c2noc(CCC(=O)NC3CCCCCC3)n2)cc1OC	-0.8	nt	1	-10	nt	nt	nt	2
COc1cc(C(=O)OC(C)CN2CCN(C)CC2)cc(OC)c1OC (stereo not given)	-4.3	-13	2	0	-11	0.84	-1	38
COc1cc(Cl)c(S(=O)(=O)N2CC(C)OC(C)C2)cc1Cl (stereo not given)	0.9	-13	2	-1	-26	1.2	1	15
COc1cc(-c2nnn(CC(=O)NCc3ccccc3)n2)cc(OC)c1OC	-2.1	-14	0	4	-6	0.98	0	-3
C/C(=N\OCC(=O)Nc1ccc(F)c(F)c1F)c1cc2ccccc2o1	3.2	8	-2	-13	-18	0.88	-8	8
CC(=O)C1C(c2ccc(Cl)cc2)c2c(n[nH]c2C)CC1(C)O (stereo not given)	1.5	-4	2	-24	-16	1.1	1	16
Cc1ccc(S(=O)(=O)N(c2cccc(C(F)(F)F)c2)C2C=CS(=O)(=O)C2)cc1 (stereo not given)	-0.3	-10	0	7	-17	1.1	0	4
CCOc1cc(NC(=O)C2CC2)c(OCC)cc1NC(=O)c1cccc(F)c1	106*	13	-2	-10	-23	0.92	0	2
Cc1ccccc1N1CC(C(=O)Nc2ccc3c(c2)OCO3)CC1=O (stereo not given)	-1.1	-3	-2	18	-27	0.99	-2	-4
C/C(=N\NC(=O)c1cc2ccccc2cc1O)c1cccs1	0.9	2	25	34	93*	1.1	14*	-45
O=C1c2cccnc2C(O)N1Cc1ccc(F)cc1 (stereo not given)	-2.1	-1	0	-17	-4	0.99	1	9
Cc1ccc(/C=N/n2c(C)nnc2C)s1	-1.7	-5	0	-9	8	0.94	1	27
COc1ccc(NC(=O)C23CCC(C)(C(=O)O2)C3(C)C)cc1 (stereo not given)	0.1	-2	-1	5	1	1	-2	13
CCCCNC(=O)CCn1c(=O)c2ccccc2n(Cc2cc(C)ccc2C)c1=O	-1.2	-8	2	-3	-29	1.1	-2	19
Cc1cccc(NC(=O)C2CC(O)CN2C(=O)OCc2ccccc2)c1 (stereo not given)	-0.9	-20	0	-30	-23	1.1	2	24
CCOc1ccc(CSC(=N)N)cc1	0.3	-2	0	-14	-19	1	7	7
[O-][N+](=Cc1ccccc1)CC1(O)CCCCC1	-1.4	nt	0	2	nt	nt	nt	-4
Cc1cc(C)n2c(SCC(C)C)nnc2n1	0.3	-5	0	11	9	0.97	0	7
Cc1cc(N2C(=O)CC(N3CCN(C(c4ccccc4)c4ccccc4)CC3)C2=O)no1 (stereo not given)	-0.3	-7	1	-8	-9	0.92	-1	26
O=C(CSc1nnnn1-c1ccc(F)cc1)NC1CCCCC1	-0.5	-11	1	12	13	0.86	1	30
CSC1=NSC2=NC(=O)/C(=C\c3cccs3)C(=N)N12	6.2	-7	-4	-15	nt	nt	-16	17
